Screening data: PubChem, National Center for Advancing Translational Sciences (NCATS)
Pf growth 96h: Primary qHTS for delayed death inhibitors of the malarial parasite plastid, 96 hour incubation | P. falciparum luciferase reporter growth, 96 h | Potency, µM (titrated, usually from 28.7 µM), inactives show top-dose activity change, negative = inhibition, most hits filed as inhibitors | AID 504834, 2011 | hit rate 6.9% among 320,000; note: potency is the fitted concentration of half-maximal effect; % is set by controls: 0 for no effect and ±100 for the full control effect
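Parasite growth measured via integrated firefly luciferase reporter in P. falciparum. Infected erythrocytes at 2% hematocrit, 0.05% parasitemia final were treated 96 hours at 37 C under 5% CO2, and luminescence was read.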
HCV inh: qHTS Assay for Inhibitors of Hepatitis C Virus (HCV); hit rate 3.4% among 340,000; Potency, µM (top dose mostly 41.8 µM), without a hit: top-dose activity change, negative = inhibition, hits mostly inhibitors; Huh7.5.1 HCVcc-Cre infection, luciferase reporter, 44 h; note: potency is the fitted concentration of half-maximal effect; % is set by controls: 0 for no effect and ±100 for the full control effect
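Infectious HCV cell culture screen: compound-treated cells (1,000/well, pre-plated 4 h) are infected with HCVcc-Cre at roughly 0.5 moi and grown 44 h. Infection is quantified by luciferase signal after 15 min substrate incubation at room temperature.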
Tb PYK inh: qHTS of Trypanosoma Brucei Inhibitors; TbPYK enzyme, Kinase-Glo Plus ATP luminescence, 45 min; pyruvate kinase (Trypanosoma brucei), Q57TT1; hit rate 0.12% among 410,000; Potency, µM (highest dose often 76.8 µM), without a hit: at the highest dose activity, negative = inhibition, actives largely listed as inhibitors; AID 624173, 2012; note: potency is the fitted concentration of half-maximal effect; % is set by controls: 0 for no effect and ±100 for the full control effect; nearly all actives have a fitted effect of over 50% in size
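Readout: single end-point luminescence (Kinase-Glo Plus, 10 min). Reaction conditions were TbPYK/substrate plus 130 uM ADP, 45 min at RT, pH 7.2 TEA buffer. No-enzyme wells served as controls, and data were normalized before concentration-response fitting.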
Shiga toxin inh: A qHTS for Small Molecule Inhibitors of Shiga Toxin; Vero cells, Shiga toxin protein synthesis inhibition reporter; inhibition, % at 38.7 µM; hit rate 9.2% among 290,000; in the data active = inhibition mostly above about 28%, no sharp cut-off; inactive = mostly below about 43%; note: 0% is about no effect
CHX counter: Cycloheximide Counterscreen for Small Molecule Inhibitors of Shiga Toxin | cell reporter, cycloheximide protein synthesis inhibition counterscreen | max response, % | hit rate 12% among 300,000; in the data active = max response mostly above about 13%, no sharp cut-off; inactive = mostly below about 14%; note: read at 38.3 µM for the half of the compounds with a filed dose; 0% is about no effect
LmPK inh: qHTS Assay for Inhibitors of Leishmania Mexicana Pyruvate Kinase (LmPK); AID 1721, 2009; Q27686; purified LmPK, Kinase-Glo ATP luminescence, 1 h; Potency, µM (highest dose often 57.5 µM), without a hit: top-dose activity change, negative = inhibition, actives largely listed as inhibitors; hit rate 0.37% among 290,000; note: potency is the fitted concentration of half-maximal effect; % is set by controls: 0 for no effect and ±100 for the full control effect
Target sequence (Q27686 whole entry, looked up): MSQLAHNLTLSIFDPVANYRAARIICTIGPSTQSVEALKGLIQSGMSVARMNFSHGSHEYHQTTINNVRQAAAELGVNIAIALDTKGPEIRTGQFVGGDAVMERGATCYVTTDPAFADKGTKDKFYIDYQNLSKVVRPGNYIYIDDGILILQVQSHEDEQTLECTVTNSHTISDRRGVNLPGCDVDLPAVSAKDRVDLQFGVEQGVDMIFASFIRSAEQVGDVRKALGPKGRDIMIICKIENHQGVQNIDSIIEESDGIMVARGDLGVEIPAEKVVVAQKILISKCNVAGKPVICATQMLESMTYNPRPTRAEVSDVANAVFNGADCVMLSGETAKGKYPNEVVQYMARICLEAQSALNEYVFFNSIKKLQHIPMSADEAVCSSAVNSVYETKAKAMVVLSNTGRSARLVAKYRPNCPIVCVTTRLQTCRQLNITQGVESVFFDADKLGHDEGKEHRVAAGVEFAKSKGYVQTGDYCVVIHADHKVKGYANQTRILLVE
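0.1 nM LmPK, 0.5 mM PEP, 0.1 mM ADP; 50 mM imidazole pH 7.2, 7 mM MgCl2, 50 mM KCl; 1 h RT. Kinase-Glo luminescence readout, normalized to no-enzyme (full inhibition) and uninhibited wells.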
Pf growth 48h: Primary qHTS for delayed death inhibitors of the malarial parasite plastid, 48 hour incubation. P. falciparum luciferase growth in erythrocytes, 48 h. Potency, µM (doses to about 28.7 µM), without a hit: top-dose activity change, negative = inhibition, hits mostly inhibitors. hit rate 5.9% among 310,000. AID 504832, 2011; note: potency is the fitted concentration of half-maximal effect; % is set by controls: 0 for no effect and ±100 for the full control effect
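Read-out is firefly luciferase luminescence from an integrated reporter in P. falciparum, so falling signal marks reduced parasite growth. Infected erythrocytes were at 2% hematocrit and 0.1% parasitemia (final) in Albumax-supplemented RPMI 1640.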
Active calls of the source: *; ? = inconclusive; · = not tested or not shown; & = joins results of further samples; [ ] = another dose, or the depositor's remark. Unless noted, calls come from the whole dose curve; as a rule, active = well fitted curve in the direction sought with a large enough effect; inconclusive = small, poorly fitted or top-dose-only effect, or another doubt; inactive = no such curve, though single readings can be large; an effect the other way counts as inactive or inconclusive.

SMILES	Pf growth 96h	HCV inh	Tb PYK inh	Shiga toxin inh	CHX counter	LmPK inh	Pf growth 48h
CC(C)(C)c1ccc(OCC(=O)NNC(=S)NC(=O)c2ccccc2[N+](=O)[O-])c(Br)c1	?	-9.5%	-15.6%	-6.4	-2.5	9.2%	14.9%
CC(=O)c1ccc(OCCCC(=O)N2CCN(S(=O)(=O)c3ccc(C)cc3C)CC2)cc1	?	?	-0.1%	·	·	·	?
CCOc1ccc(Br)cc1S(=O)(=O)N1CCCC1	?	-9.0%	3.2%	-2.7	-1.4	4.7%	-27.4%
CCCN1CN(CCc2ccccc2)CNC1=S	147.8%[activator]	18.6%	2.1%	18.6	5.3	-5.7%	-18.4%
COC(=O)c1ccc(CSc2nc3ccccc3c(=O)n2CC(C)C)o1	?	?	-7.1%	-3.6	1.1	0.6%	-21.6%
Cc1ccc(S(=O)(=O)N(CC(=O)N(C)C)c2cccc([N+](=O)[O-])c2)cc1	0.0%	?	-6.4%	-2.9	-2.2	-1.1%	-6.2%
CC1(C)CC(=O)/C(=C(/O)CCCN2C(=O)c3ccccc3C2=O)C(=NC(C)(C)C)C1	-31.3%	-15.0%	1.2%	-6.0	0.3	-0.7%	-22.6%
O=C(Cc1c(Cl)cccc1Cl)NCCc1ccc(Cl)cc1	54.7%[activator]	-0.2%	5.2%	-0.6	-0.4	0.7%	0.5%
CN(C)S(=O)(=O)N(CC(=O)N1CCC(Cc2ccccc2)CC1)c1ccccc1	24.3%	-15.2%	0.0%	5.9	-2.9	1.2%	-16.0%
COC(=O)c1ccc(/C=C2\CCn3c2nc2cc(C(=O)O)ccc2c3=O)cc1	32.3%[activator]	7.2%	5.0%	0.4	-5.1	-0.5%	4.3%
CC1CCN(C(=O)C2CCN(S(=O)(=O)c3cccc4cccnc34)CC2)CC1	-27.4%	1.7%	2.4%	-2.7	1.5	3.2%	-18.7%
COc1ccccc1C(=O)Nc1cc2cc(Cl)ccc2oc1=O	124.2%[activator]	-6.4%	1.8%	10.9	4.8	0.1%	66.1%[activator]
COc1ccc(NC(=O)CSc2nc3scc(C)c3c(=O)[nH]2)cc1	?	-22.6%	2.0%	-12.7	-0.9	3.8%	2.3%
COc1ccc(NC(=O)C(NC(=O)c2ccc(=O)[nH]c2)c2ccc(OC)cc2)cc1 (configuration not stated)	36.1%[activator]	1.6%	-6.9%	-11.2	-1.6	1.9%	-25.9%
NS(=O)(=O)c1ccc(CNC(=O)c2cc(-c3ccccc3)nc3ccccc23)cc1	?	1.8%	5.2%	2.4	-2.9	9.2%	-16.7%
CCOC(=O)C1CCc2nc3ccccc3c(=O)n21 (configuration not stated)	18.4%	22.5%	-2.0%	-3.1	-3.3	-1.4%	-4.4%
Cc1sc(=NC(=O)c2ccco2)n(C)c1-c1ccccc1	122.2%[activator]	?	-0.4%	52.3*	40.1*	-12.5%	167.8%[activator]
Cc1onc(-c2ccccc2Cl)c1C(=O)OCC(=O)Nc1ccc2c(c1)OCO2	?	?	5.3%	29.9	7.5	-1.2%	?
COc1ccccc1N1CCN(CC(O)COCc2cccs2)CC1 (configuration not stated)	19.0%	5.0%	2.4%	15.5	-2.1	1.2%	12.7%
O=C(COC(=O)c1ccc2c(c1)OCCO2)Nc1cccc(S(=O)(=O)N2CCOCC2)c1	-3.4%	-1.4%	-14.4%	36.6	-1.8	8.2%	-9.5%
CCOc1cc(/C=C2/C(=N)N3N=C(CC)SC3=NC2=O)ccc1OC(=O)c1ccco1	77.4%[activator]	-6.4%	-5.7%	16.3	-0.6	-6.7%	4.3%
COc1ccc(OC)c(N=Cc2c(O)[nH]c3ccccc23)c1	-10.7%	-19.5%	1.4%	-17.3	-2.6	3.9%	21.1%
CCOC(=O)c1cccc(NC(=O)c2cccs2)c1	·	-11.4%	-0.5%	12.2	18.5	-5.3%	·
CCN(CC)C(=O)CC1(c2ccccc2OC)CCOC(C(C)C)C1 (configuration not stated)	11.7µM*	7.1%	-5.3%	-12.8	-2.6	2.0%	·
Cc1cc(C)cc(NS(=O)(=O)c2ccc3oc(=O)ccc3c2)c1	?	-5.7%	-2.7%	-18.3	-1.0	10.5%	·
CCCCN(NC(C)=O)c1nc(Cl)nc(NC(C)C)n1	·	-23.2%	-0.1%	8.9	-1.0	-4.4%	-2.7%
COc1cccc(Sc2nc(-c3ccccc3)ncc2S(C)(=O)=O)c1	9.28µM*	-25.7%	0.2%	50.0*	31.1*	-0.6%	·
COc1ccc(CN2C(=O)N(c3ccccc3)C(=O)C2CC(=O)Nc2ccccc2)cc1OC (configuration not stated)	-0.9%	-7.2%	0.8%	6.1	-3.0	10.7%	-2.1%
Cc1ccc(-c2nn3c(C)nnc3s2)cc1NC(=O)c1ccc(OC(C)C)cc1	2.5%	-15.1%	-4.3%	21.5	1.5	1.3%	·
COc1ccc(CCNC(=O)CSc2nc(-c3ccco3)cc(C(F)(F)F)n2)cc1	?	-23.9%	0.0%	22.8	-1.7	2.5%	?
COC(=O)c1nnn(Cc2ccccc2)c1N	37.3%[activator]	6.9%	-1.9%	-6.3	-1.3	-7.1%	15.0%
CC(=O)N1CCc2cc(Br)cc(S(=O)(=O)N3CCCCCC3)c21	0.0%	-14.6%	4.9%	-0.6	-2.2	3.2%	3.29µM*
Cc1ccc(NC(=O)c2cccc(C(=O)OC(C)C)n2)c(Br)c1	?	-10.0%	3.5%	74.6*	22.9*	9.4%	10.0%
CC(C)c1nc2c(s1)CCc1onc(-c3ccc(Cl)cc3)c1-2	67.3%[activator]	-9.1%	-1.1%	·	·	·	-15.0%
Brc1ccc2oc3c(N4CCOCC4)ncnc3c2c1	·	?	1.1%	37.5	28.6	-1.5%	139.0%[activator]
O=C1CC(c2cccc(Oc3ccccc3)c2)NC(=O)N1 (configuration not stated)	12.6%	0.9%	6.7%	-5.6	-4.0	-5.5%	·
N#C/C(=C\C=C\c1ccccc1)C(=O)Nc1ccccc1	18.5%	-15.5%	2.5%	13.3	15.4*	1.9%	23.8%
C[C@H](NC(=O)c1nc[nH]c1C(=O)NC(c1ccccc1)c1ccccc1)C(=O)OC(C)(C)C	?	?	1.6%	10.4	9.1	2.4%	?
COc1ccc(NC(=O)CSc2nnc(-c3ccc(C)cc3)n2N)cc1	·	4.8%	-5.6%	2.0	3.7	-1.7%	25.2%
CCCCc1nc2n[nH]c(N)c2c2c1CCCC2	64.9%[activator]	-16.0%	-5.4%	-3.2	-2.3	5.7%	·
CCN1CCN(CCC(=O)Nc2cc(C)ccc2C)CC1	?	13.7%	2.9%	-6.0	-1.3	4.5%	51.8%[activator]
COc1cc(-c2nnc(COc3ccc(Cl)cc3C)o2)cc(OC)c1OC	?	-17.7%	-0.2%	-9.8	-1.8	14.9%	·
COc1ccccc1C(=O)NCC(=O)OCC(=O)Nc1cccc(S(=O)(=O)N(C)C)c1	-32.9%[1.15 µM]	14.8%	1.2%	-12.3	-7.1	-2.4%	2.7%
COc1ccc(O)c(-c2cc(-c3ccccc3Cl)[nH]n2)c1	-12.5%	?	-3.1%	33.2*	25.7*	8.8%	?
CC(OC(=O)CCC(=O)N1CCN(S(=O)(=O)c2ccc3ccccc3c2)CC1)C(=O)NC(N)=O (configuration not stated)	37.1%[activator]	17.6%	0.2%	0.5	-5.1	4.1%	-4.5%
CCOC(=O)CSc1nnc(-c2cccnc2)o1	-18.4%	5.6%	-4.7%	2.0	0.5	0.5%	18.5%
COCCN(C(=O)CNC(=O)c1ccco1)C(C(=O)NC1CCCCC1)c1cccs1 (configuration not stated)	0.8%	15.5%	3.6%	2.8	4.5	-4.9%	30.4%[activator]
CN(Cc1nc(-c2cnccn2)no1)CC1(c2ccccc2)CC1(C)C (configuration not stated)	?	-1.2%	-2.1%	1.3	11.5	-2.0%	?
O=C(O)c1cccc(-n2cccc2/C=C2/NC(=O)N(c3ccc(Cl)cc3)C2=O)c1	?	6.9%	-0.6%	26.6	16.7	1.6%	37.3%[activator]
CCc1nc(SCC(=O)Nc2ccc(C(=O)O)cc2)n[nH]1	?	16.7%	0.0%	24.1	-0.9	2.3%	·
O=C(Nc1ccc2c(c1)OCO2)c1cn(Cc2ccc(F)cc2)nn1	?	7.1%	-1.6%	41.8*	18.1	1.5%	39.2%[activator]
COc1ccccc1OCC(=O)O	-20.7%&5.2%	19.6%&1.8%	7.4%&-11.8%	31.3&-1.1	-1.1&-4.7	0.8%&-5.0%	6.7%&-8.1%
Cc1cc(=O)[nH]c(SCCCOc2ccc(F)cc2)n1	?	13.2%	-3.0%	-3.2	27.4	2.9%	·
NC(=O)Cn1c(=O)n(Cc2ccccc2)c(=O)c2cccnc21	-2.2%	9.5%	-5.1%	-8.1	-3.3	4.1%	1.2%
c1ccc(-c2nc3cnccn3c2Nc2ccc3c(c2)OCCO3)cc1	6.4%	-8.9%	3.0%	11.6	5.7	2.0%	?
O=C1C2CC=C(Cl)CC2C(=O)N1CCN1CCOCC1 (configuration not stated)	2.0%	21.8%	1.0%	-16.4	-3.5	-6.4%	·
O=C(Nc1cccc(Cl)c1)O/N=C\c1ccncc1	66.8%[activator]	14.4%	1.7%	20.8	4.7	-4.7%	25.2%
CS(=O)(=O)c1ccc2nc(NC(=O)C3CCCO3)sc2c1 (configuration not stated)	-4.1%	2.0%	-14.1%	31.9	0.7	3.4%	18.6%
CC1CCN(CCCn2c(=S)[nH]c3c(sc4ccccc43)c2=O)CC1	-31.2%[5.75 µM]	-2.6%	?	105.1*	22.0*	-2.0%	39.8%[activator]
O=C(COC(=O)c1cc(=O)[nH]c2ccccc12)Nc1nccs1	64.2%[activator]	12.0%	-0.3%	-0.5	-0.7	1.3%	27.6%
CN1CCN(Cc2nc3c(c(=O)n(C)c(=O)n3C)n2CCCc2ccccc2)CC1	?	17.4%	0.6%	21.4	-4.1	-2.5%	3.9%

Among those listed so far, these contain a thiophene ring, fused or not:
SMILES	Pf growth 96h	HCV inh	Tb PYK inh	Shiga toxin inh	CHX counter	LmPK inh	Pf growth 48h
COc1ccc(NC(=O)CSc2nc3scc(C)c3c(=O)[nH]2)cc1	?	-22.6%	2.0%	-12.7	-0.9	3.8%	2.3%
COc1ccccc1N1CCN(CC(O)COCc2cccs2)CC1 (configuration not stated)	19.0%	5.0%	2.4%	15.5	-2.1	1.2%	12.7%
CCOC(=O)c1cccc(NC(=O)c2cccs2)c1	·	-11.4%	-0.5%	12.2	18.5	-5.3%	·
COCCN(C(=O)CNC(=O)c1ccco1)C(C(=O)NC1CCCCC1)c1cccs1 (configuration not stated)	0.8%	15.5%	3.6%	2.8	4.5	-4.9%	30.4%[activator]
CC1CCN(CCCn2c(=S)[nH]c3c(sc4ccccc43)c2=O)CC1	-31.2%[5.75 µM]	-2.6%	?	105.1*	22.0*	-2.0%	39.8%[activator]
